CHT inh = inhibitors of human choline transporter CHT; B-score at 10 µM; CHT-expressing cells, membrane potential dye, choline response; hits give low values; 0.86% of 310,000 active; AID 488975; Q9GZV3;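 active = B-score over 3 SD under the library average, and starting fluorescence ratio not unusually high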;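 note: choline stimulus applied at its EC90 after an EC20 pre-addition; B-score computed on integrated fluorescence ratio after choline addition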
Kir21 inh = blocks the mouse Kir2.1 inward-rectifier potassium channel; B-score at 10 µM; HEK293-Kir2.1, FluxOR thallium flux fluorescence; hits give low values; P35561; 0.85% of 310,000 active;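 active = fluorescence ratio B-score at or below minus 3 SD of library scores, with starting-brightness B-score within 2 SD, cut at about -4.2 in these data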;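 note: channel flux triggered by added potassium and thallium sulfate stimulus; B-score of peak minus minimum fluorescence over baseline after thallium stimulus; more negative B-score means stronger Kir2.1 block with less thallium influx; some compounds called inactive have numbers as strong as hits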
KCNQ2 inh = KCNQ2 channel blockers in CHO-K1 cells – cell-based, FluxOR thallium flux, B-score, primary screen (AID 2156) | O88943 | 20 min; hits give low values | B-score at 10 µM | 1.1% of 310,000 active;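 active = fluorescence ratio B-score at most minus 3 library SDs, with starting brightness B-score within 2 library SDs, cut at about -5.5 in these data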
Target sequence (O88943 whole entry, looked up): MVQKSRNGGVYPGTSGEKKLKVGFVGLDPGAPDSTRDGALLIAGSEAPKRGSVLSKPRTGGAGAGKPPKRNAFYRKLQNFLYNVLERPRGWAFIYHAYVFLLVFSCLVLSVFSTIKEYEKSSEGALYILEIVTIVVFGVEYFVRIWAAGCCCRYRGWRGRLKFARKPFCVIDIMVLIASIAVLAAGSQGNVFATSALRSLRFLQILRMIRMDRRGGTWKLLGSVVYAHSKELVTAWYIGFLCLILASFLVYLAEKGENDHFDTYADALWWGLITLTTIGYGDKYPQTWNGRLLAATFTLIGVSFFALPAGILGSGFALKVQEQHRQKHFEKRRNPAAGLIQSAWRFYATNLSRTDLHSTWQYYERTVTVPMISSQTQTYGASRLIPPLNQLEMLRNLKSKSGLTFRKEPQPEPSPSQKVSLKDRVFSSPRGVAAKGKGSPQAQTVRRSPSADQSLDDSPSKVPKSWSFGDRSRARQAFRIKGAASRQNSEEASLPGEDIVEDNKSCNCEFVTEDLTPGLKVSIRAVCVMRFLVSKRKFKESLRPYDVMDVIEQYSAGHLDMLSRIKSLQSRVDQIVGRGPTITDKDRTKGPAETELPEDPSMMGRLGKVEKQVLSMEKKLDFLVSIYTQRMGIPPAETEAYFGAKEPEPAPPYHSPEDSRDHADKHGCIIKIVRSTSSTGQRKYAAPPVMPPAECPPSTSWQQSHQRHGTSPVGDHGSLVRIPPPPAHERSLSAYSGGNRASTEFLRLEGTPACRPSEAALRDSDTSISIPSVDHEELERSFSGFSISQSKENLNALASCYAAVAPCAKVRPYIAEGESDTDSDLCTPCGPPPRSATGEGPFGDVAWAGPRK
An asterisk follows results filed as active; i = inactive; x = no result given.

CHT inh	Kir21 inh	KCNQ2 inh	SMILES
i	-0.59	i	O=C(COC(=O)C1=COCCO1)Nc1ccccc1
i	-0.09	i	Cc1[nH]c2ccccc2c1C(=O)COC(=O)Cn1c(C(F)(F)F)nc2ccccc21
i	1.4	i	CCO[C@H]1OC(C(=O)NCc2nc3ccccc3[nH]2)=C[C@@H](c2cn(C(C)=O)c3ccccc23)[C@@H]1CCCO
i	0.89	i	Cc1ccc(S(=O)(=O)N2CCOCC2)cc1NC(=O)Cn1nc(C)c([N+](=O)[O-])c1C
i	0.03	i	CCOCCCn1c(C)nc2c(c1=O)c1nc3ccccc3nc1n2-c1ccc2c(c1)OCCO2
i	0.32	i	CC(C)CN1C=C2C(=O)C(C)(OC(=O)C3CCCC3)C(=O)C=C2C=C1c1ccsc1 (stereo not given)
i	0.4	i	COCCN1C=C2C(=O)C(C)(OC(=O)CCC(=O)OC)C(=O)C(Br)=C2C=C1c1ccc(OC)cc1 (stereo not given)
i	-0.21	i	COC(=O)c1ccc2c(=O)n(CCCCCC(=O)O)c(=S)[nH]c2c1
i	1.1	i	CC(C)NC(=O)c1ccc(COc2ccc(C(C)(C)C)cc2)o1
i	0.18	i	Cc1ccc(CS(=O)(=O)Cc2ccc(C(=O)NC3CCCC3)o2)cc1
i	0.13	i	COCCNC(=O)CN(C(=O)CCC(=O)Nc1ccccn1)c1ccc(C)cc1C
i	0.83	i	CCOC(=O)C1CCCN(S(=O)(=O)c2ccc(Br)c(OC)c2)C1 (stereo not given)
x	0.19	i	CCN(Cc1cc2ccc(C)cc2[nH]c1=O)C(=O)c1ccncc1
i	1.4	i	COc1ccc(NC(=O)CSc2nc(C3CC3)nc3ccccc23)cc1
i	0.22	i	CCCCCCNC1=NCCS1
i	-1.3	i	O=C1CCc2cc(NS(=O)(=O)c3ccc(F)cc3)cc3c2N1CC3
x	-3.1	i	Cc1ccc(-c2csc(NC(=O)CSc3nc4ccccc4[nH]3)n2)cc1
i	1.5	i	O=C(O)Cn1c(Cc2ccccc2)nc2ccccc21
i	1.2	i	CCn1nnnc1-c1ccc(OC)c(S(=O)(=O)N2CCCCC2)c1
i	-2.4	i	CCOC(=O)c1c(-c2ccccc2)c(C(C)=O)c(=O)n(C)c1C
x	-0.32	i	CC1CCCCC1NC(=O)CN1C(=O)c2cccc(N)c2C1=O (stereo not given)
i	0.29	i	CCN(CC)CCOC(=O)c1ccc(Cl)cc1Cl
i	-0.69	i	O=C(O)CCCNS(=O)(=O)/C=C/c1ccccc1
i	-2.5	i	Cn1c(=O)c2c(nc(Sc3ncccn3)n2Cc2ccccc2Cl)n(C)c1=O
i	-0.24	i	Cc1ccc(CS(=O)(=O)CCC(=O)NCCC2=CCCCC2)cc1
i	0.72	i	CCCCCOc1cccc(C2C(C(=O)c3cccs3)=C(O)C(=O)N2CCN2CCOCC2)c1 (stereo not given)
i	-0.48	i	Cc1ccc(-c2cc(=O)c3cc(F)ccc3[nH]2)cc1
i	-0.69	i	COc1ccc(C(=O)/C=C/c2ccc(OC)c(Cn3nnc4ccccc43)c2)cc1
i	-0.02	i	CC1CCCC(C)N1CCNC(=O)Cn1nc(-c2ccccc2)ccc1=O (stereo not given)
i	0.18	i	Cc1cc(C(F)(F)F)n(-c2nc(C(=O)NNS(=O)(=O)c3ccccc3)cs2)n1
i	1.1	i	Cc1c(C(=O)NCc2ccco2)sc2nc(-c3ccccc3)cn12
i	-0.67	i	CCOC(=O)C(Cc1ccc(OC)c([N+](=O)[O-])c1)NC(=O)CCC(=O)Nc1ccc(OC)cc1 (stereo not given)
i	-0.05	i	CCc1ccc(OCC(=O)N(C)C2CCS(=O)(=O)C2)cc1 (stereo not given)
i	0.17	i	C=CCN1C(=O)C(C(C)CC)NC1=S (stereo not given)
i	0.06	i	CCc1cccc(C)c1NC(=O)c1ccc2c(c1)CCN2S(C)(=O)=O
i	0.25	i	CN(CC(=O)Nc1ccccc1C(F)(F)F)C(=O)CCc1nc2ccccc2c(=O)[nH]1
i	-0.13	i	O=C(CSCc1cc(=O)n2ccsc2n1)Nc1ccc(F)cc1
i	0.36	i	Cn1ccnc1SCC(=O)c1ccc(OC(F)F)cc1
i	0.96	i	COC(=O)c1cc(C)sc1NC(=O)CCc1ccccc1
i	-0.68	i	COc1cc2c(cc1OC)C(c1cc3ccc(C)cc3[nH]c1=O)N(C(=O)c1ccco1)CC2 (stereo not given)
i	-0.06	i	CCOC(=O)CCNC(=O)Nc1cc2nc(C)n(Cc3cccc(Cl)c3)c2nc1C
i	-2.1	i	COc1ccc(N/C=C/C(=O)c2ccc(OC)c(OC)c2)cc1
i	-0.45	i	O=C(CN1CCN(CC(=O)Nc2ccccc2Cl)CC1)Nc1ccc(F)c(F)c1
i	1.2	i	CN1CCN(C(=O)/C=C/c2cn(-c3ccccc3)nc2-c2ccc3c(c2)OCCO3)CC1
i	-4.1	i	COc1ccc(C)cc1S(=O)(=O)n1c([N+](=O)[O-])cnc1C
i	0.76	i	Cc1cc(C)nc(SC2=CS(=O)(=O)c3ccccc32)n1
i	0.5	i	COC(=O)C1=C(C)NC2=C(C(=O)CCC2)C1c1coc2ccccc2c1=O (stereo not given)
i	0.74	i	CCOc1ccc2nc(/N=C/c3c(C)[nH]n(-c4ccc(C)cc4)c3=O)sc2c1
i	-1.8	i	CCOc1ccccc1NC(=O)CSc1ccc(-c2ccco2)nn1
i	0.05	i	CC(=O)N1N=C(c2ccccc2)OC12CCCC2

Pulled one by one from above (5):
CHT inh	Kir21 inh	KCNQ2 inh	SMILES
i	0.17	i	C=CCN1C(=O)C(C(C)CC)NC1=S (stereo not given)
i	1.2	i	CN1CCN(C(=O)/C=C/c2cn(-c3ccccc3)nc2-c2ccc3c(c2)OCCO3)CC1
i	0.76	i	Cc1cc(C)nc(SC2=CS(=O)(=O)c3ccccc32)n1
i	-1.8	i	CCOc1ccccc1NC(=O)CSc1ccc(-c2ccco2)nn1
i	-4.1	i	COc1ccc(C)cc1S(=O)(=O)n1c([N+](=O)[O-])cnc1C

Later entries:
CHT inh	Kir21 inh	KCNQ2 inh	SMILES
i	-0.4	i	O=C(C#Cc1ccccc1)Nc1ccc(F)cc1
i	2.3	i	COc1ccccc1C(=O)NCCc1c(C)[nH]c2c(C)ccc(F)c12
i	1.9	i	Cc1ccc(-c2cc(C(=O)NCC3CCCO3)no2)cc1 (stereo not given)
i	2.9	i	O=C1c2ccccc2C(=O)N1Cc1nc2ccccc2c(=O)n1CCN1CCOCC1
i	1.9	i	O=C(CN1CCOCC1)N/N=C/c1ccco1
i	0.59	i	COc1ccc2c(c1)C(C)=CC(C)(C)N2S(=O)(=O)c1ccc(Br)cc1
i	-0.14	i	O=C(CSc1nnc(-c2cccnc2)o1)Nc1cccc(Cl)c1
i	-0.81	i	O=C(Nc1cccc2cccnc12)c1cccc([N+](=O)[O-])c1
i	-0.34	i	CCN(CC)C(=O)CN(C#N)c1nc(OC)nc(N(C)C)n1
i	-0.64	i	O=C(CC(=O)c1ccccc1)Nc1ccccc1C(F)(F)F
i	1.5	i	CN(C)c1ccc(S(=O)(=O)NCC(=O)OCC(=O)Nc2cc(Cl)cc(Cl)c2)cc1[N+](=O)[O-]
i	0.89	i	CCOc1cc(C(=S)N2CCOCC2)ccc1OS(=O)(=O)c1ccc(NC(C)=O)cc1
i	-0.51	i	O=C(Nc1ccc(C(=O)N2CCCC2)cc1)c1ccccc1F
i	-0.02	i	COc1ccc(C(=O)NC(=S)Nc2ccc(NC(=O)c3ccco3)cc2)cc1[N+](=O)[O-]
i	-0.87	i	O=C(c1cc2n(n1)C(C(F)(F)F)CC(c1ccco1)N2)N1CCN(c2ccccn2)CC1 (stereo not given)
i	-0.42	i	CN(Cc1ccccn1)Cc1cn(Cc2ccccc2)nc1-c1ccc2c(c1)OCO2
i	-0.45	i	COc1cccc(CNC(=O)C2CCC(CNc3nc(=S)[nH]c4ccccc34)CC2)c1 (stereo not given)
i	-0.9	i	CC(=O)Nc1ccc(/C(C)=N/NC(=O)CN(c2ccccc2Br)S(C)(=O)=O)cc1
i	-0.98	i	COc1ccccc1CC(=O)NNC(=O)CN(C)S(=O)(=O)c1ccc(Cl)cc1
i	-0.33	i	Cc1cc(F)ccc1S(=O)(=O)Nc1ncnc2sccc12
-5.3*	-4.3*	i	CSc1nnc(-c2sccc2OCc2ccc(C)cc2)n1C
i	-0.36	i	COc1ccc(Cn2c(=S)[nH]c3cc(C(=O)N4CCN(c5ccccc5)CC4)ccc3c2=O)cc1
i	1.8	i	CC(NC(=O)CNC(=O)c1ccco1)c1ccc(S(N)(=O)=O)cc1 (stereo not given)
i	-0.17	i	COc1ccc(NC(=O)c2cccc(N3C(=O)C4C5C=CC(C5)C4C3=O)c2)cc1 (stereo not given)
i	2.1	i	CCOC(=O)c1c(C)[nH]c(C(=O)N2CCN(c3ccc(OC)cc3)CC2)c1C

Complete entries as entered above.
Record of COc1ccc(N/C=C/C(=O)c2ccc(OC)c(OC)c2)cc1 : CHT inh = i; Kir21 inh = -2.1; KCNQ2 inh = i
Record of CC1CCCCC1NC(=O)CN1C(=O)c2cccc(N)c2C1=O (stereo not given) : CHT inh = x; Kir21 inh = -0.32; KCNQ2 inh = i
Record of O=C(C#Cc1ccccc1)Nc1ccc(F)cc1 : CHT inh = i; Kir21 inh = -0.4; KCNQ2 inh = i

Later entries:
CHT inh	Kir21 inh	KCNQ2 inh	SMILES
i	0.89	i	CCOc1ccc(NC(=O)CC(C)S(=O)(=O)c2ccc3c(c2)NC(=O)CO3)cc1 (stereo not given)
i	0.42	i	O=C(Nc1cnccn1)Nc1ccccc1F
i	1.3	i	CC(=O)c1cccc(NC(=O)c2ccco2)c1
i	-0.35	i	O=C(NCC(=O)N(Cc1ccccc1)C(C(=O)NC1CCCCC1)c1ccco1)c1ccco1 (stereo not given)
i	3.1	i	O=C(Nc1cccc2ccccc12)c1onc2c1CCCC2
i	-1	i	CCN(c1ccccc1)S(=O)(=O)c1ccc(Cl)c(NC(=O)COC(=O)c2cc(O)c3ccccc3c2O)c1
i	-0.79	i	COc1ccc(OCc2cccc(C(=O)N3CCCC3)c2)cc1
i	1.3	i	CC1CCC(NC(=O)C2CC(=O)N(c3ccc(Cl)cc3)C2)CC1 (stereo not given)
i	-1.3	i	Cc1cc(C(=O)Cn2cnc3cc([N+](=O)[O-])ccc3c2=O)c(C)n1CC1CCCO1 (stereo not given)
i	0.96	i	COc1ccccc1N1CCN(C(=O)CSc2nc3ccccc3[nH]2)CC1
i	2	i	CCn1c(SCC(=O)Nc2cccc(OC)c2)nc2c(c1=O)SCC2
i	-1.2	i	O=C(CSc1nnnn1-c1ccc(Cl)cc1)NNC(=O)c1ccc([N+](=O)[O-])cc1
i	0.94	i	C=CCc1ccc(OCCOCCOc2ccc(C)cc2[N+](=O)[O-])c(OC)c1
i	1.6	i	CCOC(=O)CSC1=C(C#N)C(c2ccc(OC)cc2)C2=C(CC(C)(C)CC2=O)N1 (stereo not given)
i	-1.5	i	CCOC(=O)C1=C(C)N=C2SC(C)C(=O)N2C1c1ccc(OC(C)=O)c(OCC)c1 (stereo not given)
i	1.8	i	CC(=O)c1ccc(NC(=O)Nc2ccc(S(=O)(=O)N3CCCC3)cc2)cc1
i	-1.8	i	CCN(c1ccccc1)S(=O)(=O)c1ccc(OCC(=O)Nc2cc(C)on2)cc1
i	-0.32	i	O=C(NCCc1ccncc1)Nc1ccc(F)cc1
i	2.1	i	Cc1ccc(OCc2nnc(-c3ccc(Cl)cc3)o2)cc1
i	0.31	i	CC1(C(=O)NCC2CC2)C=CC2(CCCCC2)N1C(=O)c1ccccc1 (stereo not given)
i	-0.52	i	O=Cc1cn(-c2ccccc2)nc1-c1ccccn1
i	-0.86	i	COc1ccc(C(=O)NC2CCCN(Cc3ccc(Cl)cc3)C2)c(OC)c1 (stereo not given)
i	2	i	CC(C)c1ccc(NCCC(=O)c2cccs2)cc1
i	1.2	i	O=C(COC(=O)c1ccncc1)c1ccc(Br)cc1
i	-0.55	i	CCOc1ccc(Cl)cc1/C=N/O
i	-0.79	i	O=C(Nc1ccccc1)Nc1ccc(Br)cc1F
i	0.25	i	O=C(CCC(=O)N(CC(=O)NC1CCCCC1)c1ccc2c(c1)OCO2)Nc1ccccn1
i	-1.7	i	COc1cc(CC(=O)Nc2sccc2C(N)=O)cc(OC)c1OC
i	-1	i	COc1ccc(CNC(=O)C2CCCN2S(=O)(=O)c2ccc(F)cc2)cc1 (stereo not given)
i	0.98	i	O=C(CNC(=O)c1ccccc1)Nc1ccsc1C(=O)O
i	-2.2	i	COc1ccc(C(=O)OCC(=O)NC(C)(C)C)cc1[N+](=O)[O-]
i	0.03	i	COc1ccc(N(CC(=O)NCc2ccco2)S(C)(=O)=O)cc1
i	2.6	i	Cc1c(C(c2cccc([N+](=O)[O-])c2O)c2c(C)n(C)n(-c3ccccc3)c2=O)c(=O)n(-c2ccccc2)n1C
i	-2	i	CCOC(=O)c1c(NC(=O)Cc2cccs2)sc2c1CCCC2
i	0.81	i	Cc1nc(CNS(=O)(=O)c2cccs2)cs1
i	0	i	Cc1cc(N2CCOCC2)nc(NCc2ccccc2)n1
i	-0.33	i	CC(C)(C)c1ccc(C(=O)O)c(C(=O)c2ccc(C(=O)O)cc2)c1

Compound activity as filed in PubChem.
